From PubChem
BioA inh: blocks M. tuberculosis BioA enzyme activity. purified M. tuberculosis BioA enzyme, plate reader. inhibition, % at 9.99 µM. hit rate 0.096% among 360,000. AID 602481; in the data active = inhibition above about 40%
An asterisk follows results filed as active. These rows are one share of the data; the hit share may differ from the screen's.

SMILES | BioA inh
C[C@@H]1CN([C@@H](C)CO)C(=O)Cc2cc(NC(=O)NC3CCCCC3)ccc2O[C@@H]1CN(C)Cc1ccc(-c2ccccc2)cc1 | -2.4
C[C@@H]1CN([C@@H](C)CO)S(=O)(=O)c2ccc(/C=C/c3ccccc3)cc2O[C@@H]1CN(C)Cc1cncnc1 | 1.2
CCNC(=O)C[C@H]1CC[C@H]2[C@@H](COc3ccc(NC(=O)C4CCCCC4)cc3C(=O)N2C)O1 | -2.9
CNC[C@@H]1OCCCC[C@@H](C)Oc2ccc(NS(=O)(=O)c3ccc(C)cc3)cc2C(=O)N([C@@H](C)CO)C[C@H]1C | -3.2
C[C@@H]1CN([C@H](C)CO)S(=O)(=O)c2ccc(-c3ccncc3)cc2O[C@@H]1CN(C)Cc1ccccc1 | 0.4
CCC(=O)N1CCCCN2[C@H](CO)[C@@H](c3ccc(-c4ccc(F)cc4)cc3)[C@H]2C1 | -11
CN(C)CC(=O)N[C@@H]1CC[C@@H](CCNS(=O)(=O)c2ccccc2)O[C@H]1CO | -4.2
CC=Cc1ccc2n(c1=O)C[C@@H]1[C@@H](CO)[C@H](C(=O)NCCC)[C@H]2N1C(=O)C1CCCC1 (mixture of isomers) | -1.8
COc1ccc(CN(C)C[C@H]2OCCCC[C@@H](C)Oc3ccc(NC(=O)Nc4ccc(C(F)(F)F)cc4)cc3C(=O)N([C@H](C)CO)C[C@H]2C)cc1 | -1.0
CC(C)C#Cc1cnc2c(c1)C(=O)N([C@@H](C)CO)C[C@@H](C)[C@@H](CN(C)C(=O)Nc1ccccc1)O2 | 1.9
COc1cccc(NC(=O)N2C[C@H](O)COC[C@H]3O[C@@H](CC(=O)N(C)C)CC[C@@H]32)c1 | -1.4
C[C@H](CO)N1C[C@H](C)[C@@H](CN(C)Cc2ccccc2)Oc2ccc(NS(=O)(=O)c3ccc(Cl)cc3)cc2CC1=O | 0.5
CO[C@H]1CN(C)C(=O)c2cc(NC(=O)C3CCCC3)ccc2OC[C@H](C)N(CC2CC2)C[C@H]1C | 2.3
O=S(=O)(c1ccccc1)N1CC[C@@H]2[C@H](CO)Nc3ccc(C#Cc4cccc(F)c4)cc3[C@@H]21 | -1.1
C[C@@H]1CCCCO[C@H](CN(C)C)[C@H](C)CN([C@H](C)CO)C(=O)c2cc(NC(=O)Nc3cccc4ccccc34)ccc2O1 | -0.9
CCCNC(=O)C[C@@H]1CC[C@H]2[C@H](COc3ccc(NC(=O)NC(C)C)cc3C(=O)N2C)O1 | -3.8
COc1ccc(S(=O)(=O)N(C)C[C@H]2Oc3ccc(NS(=O)(=O)c4cn(C)cn4)cc3CC(=O)N([C@H](C)CO)C[C@@H]2C)cc1 | 0.6
CCCNC(=O)N1[C@@H](C#N)[C@H](c2ccccc2)[C@@H]1CO | -0.8
C[C@@H]1CN([C@@H](C)CO)C(=O)c2ccccc2-c2ccccc2CO[C@H]1CN(C)C(=O)[C@@H](Cc1ccccc1)N(C)C | 0.2
C[C@@H]1CN([C@H](C)CO)C(=O)c2cc(/C=C/c3ccccc3)cnc2O[C@@H]1CN(C)C(=O)c1cccnc1 | 1.8
C[C@H]1CN([C@@H](C)CO)C(=O)c2cc(C3=CCCC3)cnc2O[C@H]1CN(C)Cc1ccc(C(=O)O)cc1 | 0.0
C[C@H](CO)N1C[C@H](C)[C@@H](CN(C)S(=O)(=O)c2cn(C)cn2)Oc2ccc(NS(C)(=O)=O)cc2C1=O | 3.2
Cc1noc(C)c1NC(=O)Nc1cccc2c1O[C@@H](CN(C)Cc1ccc(C(=O)O)cc1)[C@@H](C)CN([C@@H](C)CO)C2=O | 0.2
COc1ccc(S(=O)(=O)Nc2cccc3c2O[C@H](CN(C)Cc2ccccc2)[C@@H](C)CN([C@@H](C)CO)C3=O)cc1 | 0.4

Brought forward from above: two compounds, followed by the next part.
SMILES | BioA inh
Cc1noc(C)c1NC(=O)Nc1cccc2c1O[C@@H](CN(C)Cc1ccc(C(=O)O)cc1)[C@@H](C)CN([C@@H](C)CO)C2=O | 0.2
COc1ccc(S(=O)(=O)Nc2cccc3c2O[C@H](CN(C)Cc2ccccc2)[C@@H](C)CN([C@@H](C)CO)C3=O)cc1 | 0.4
CC(=O)N(C)C[C@H]1Oc2ncc(-c3ccc(C#N)cc3)cc2C(=O)N([C@@H](C)CO)C[C@H]1C | -1.1
CC(C)NC(=O)N(C)C[C@@H]1OCCCC[C@H](C)Oc2ccc(NC(=O)c3ccncc3)cc2C(=O)N([C@H](C)CO)C[C@@H]1C | -1.3
COc1ccc(NC(=O)Nc2ccc3c(c2)C(=O)N([C@H](C)CO)C[C@@H](C)[C@H](CN(C)S(=O)(=O)c2ccc(Cl)cc2)OCCCC[C@@H](C)O3)cc1 | 0.2
COc1ccc(C#Cc2cnc3c(c2)C(=O)N([C@H](C)CO)C[C@H](C)[C@@H](CN(C)CC2CCCC2)O3)cc1 | 1.9
C[C@@H]1CN([C@@H](C)CO)C(=O)c2cc(C#C[C@@H](C)O)cnc2O[C@H]1CN(C)C(=O)Nc1ccc(F)cc1 | -1.2
CCNC(=O)Nc1ccc2c(c1)C(=O)N(C)[C@@H]1CC[C@@H](CC(=O)NCc3ccccc3F)O[C@@H]1CO2 | -1.5
CO[C@H]1CN(C)C(=O)c2ccc(NC(=O)c3ccc(F)cc3)cc2OC[C@@H](C)N(C(C)=O)C[C@H]1C | -0.1
Cc1noc(C)c1NC(=O)N(C)C[C@@H]1Oc2ccc(NS(=O)(=O)c3ccc(F)cc3)cc2C(=O)N([C@H](C)CO)C[C@H]1C | -1.4
CO[C@@H]1CN(C)C(=O)c2ccc(NC(=O)Cc3ccccc3)cc2OC[C@@H](C)N(C)C[C@@H]1C | 0.0
Cc1noc(C)c1NC(=O)N1C[C@@H](O)COC[C@H]2O[C@@H](CC(=O)NCC3CC3)CC[C@@H]21 | -1.4
COC(=O)[C@H]1[C@@H]2COc3ccccc3[C@H]2N[C@H]1C(=O)OC | -2.0
C[C@@H]1CN([C@H](C)CO)C(=O)c2cc(NS(=O)(=O)c3ccccc3)ccc2O[C@@H](C)CCCCO[C@@H]1CN(C)C | -0.7
O=C(C[C@H]1C[C@H]2c3cc(NC(=O)NC4CCCC4)ccc3O[C@H]2[C@@H](CO)O1)NCC1CC1 | -2.8
CO[C@H]1CN(C)C(=O)c2cc(NS(=O)(=O)c3ccccc3)ccc2OC[C@@H](C)N(Cc2nccs2)C[C@H]1C | -1.1
C[C@H]1CN([C@@H](C)CO)C(=O)Cc2cc(NC(=O)Nc3ccccc3)ccc2O[C@H]1CN(C)Cc1ccc(-c2ccccc2)cc1 | 2.1
COc1ccc(CN(C)C[C@H]2Oc3c(NS(=O)(=O)c4cn(C)cn4)cccc3C(=O)N([C@H](C)CO)C[C@@H]2C)cc1 | -2.6
C[C@@H]1CCCCO[C@@H](CN(C)C(=O)Cc2ccccc2)[C@@H](C)CN([C@H](C)CO)C(=O)c2cc(NC(=O)CCCN(C)C)ccc2O1 | -0.2
Cc1ccccc1S(=O)(=O)N[C@H]1CC[C@H](CCn2cc(-c3ccccc3)nn2)O[C@H]1CO | -0.9
COc1cccc(-c2ccc3c(c2)O[C@@H](CN(C)Cc2cccnc2)[C@H](C)CN([C@H](C)CO)S3(=O)=O)c1 | 1.4
Cc1ccc(-c2cnc3c(c2)C(=O)N([C@@H](C)CO)C[C@H](C)[C@@H](CN(C)C(=O)Cc2ccncc2)O3)cc1 | -3.5
O=C(Nc1ccccc1)N[C@H]1CC[C@H](CCn2cc(C3(O)CCCC3)nn2)O[C@H]1CO | -2.2
CCCC#Cc1cnc2c(c1)C(=O)N([C@H](C)CO)C[C@@H](C)[C@@H](CN(C)C(=O)c1ccccc1)O2 | 1.8
Cc1ccc(S(=O)(=O)N[C@@H]2CC[C@@H](CCn3cc(C4(O)CCCC4)nn3)O[C@H]2CO)cc1 | -0.2
CN1C(=O)c2cc(NC(=O)C3CCCC3)ccc2OC[C@@H]2O[C@@H](CC(=O)NCC3CC3)CC[C@H]21 | -0.3
O=S(=O)(c1ccc(F)cc1)N1CCCCN2[C@@H](CO)[C@@H](c3ccc(C#CC4CCCC4)cc3)[C@@H]2C1 | -3.6
CCCC(O)C#Cc1cnc2c(c1)C(=O)N([C@H](C)CO)C[C@H](C)[C@H](CN(C)S(=O)(=O)c1cccc(OC)c1)O2 (stereo partly drawn) | -3.8
O=C(C[C@H]1CC[C@H]2[C@@H](COC[C@H](O)CN2S(=O)(=O)c2ccccc2)O1)NCc1ccc(-c2ccccc2)cc1 | 3.6
CN(C)C(=O)C[C@@H]1CC[C@H]2[C@H](COc3ccc(NS(=O)(=O)c4cccc(F)c4)cc3C(=O)N2C)O1 | -1.8
Cc1ccc(S(=O)(=O)Nc2cccc3c2O[C@@H](CN(C)C(=O)NC(C)C)[C@H](C)CN([C@@H](C)CO)C3=O)cc1 | -2.2
C[C@H](CO)N1C[C@H](C)[C@H](CN(C)C(=O)NC2CCCCC2)Oc2c(NC(=O)c3cnccn3)cccc2C1=O | -2.6
COCC#Cc1ccc2c(c1)O[C@@H](CN(C)Cc1cccnc1)[C@H](C)CN([C@@H](C)CO)S2(=O)=O | -0.2
C[C@H]1CN([C@@H](C)CO)C(=O)c2cccc(NS(=O)(=O)c3ccccc3)c2O[C@H]1CN(C)Cc1ccc2c(c1)OCO2 | -0.5
COc1ccc(S(=O)(=O)N(C)C[C@@H]2OCCCC[C@H](C)Oc3ccc(N(C)C)cc3C(=O)N([C@@H](C)CO)C[C@H]2C)cc1 | -1.4
O=C(C[C@@H]1C[C@@H]2c3cc(NC(=O)Nc4ccc(C(F)(F)F)cc4)ccc3O[C@@H]2[C@H](CO)O1)NCc1ccccn1 | 0.6
CC(C)C(=O)Nc1ccc2c(c1)C(=O)N(C)[C@@H]1CC[C@@H](CC(=O)N[C@@H](C)c3ccccc3)O[C@H]1CO2 | 1.1
C[C@H](CO)N1C[C@H](C)[C@H](CN(C)S(=O)(=O)c2ccccc2)Oc2ncc(-c3cccc(F)c3)cc2C1=O | 1.9
O=S(=O)(c1ccc(F)cc1)N1C[C@@H]2[C@H](c3ccccc31)[C@@H](CO)N2Cc1ccc2c(c1)OCO2 | -1.9
CCCN(C)C[C@H]1Oc2cc(C#Cc3ccccn3)ccc2S(=O)(=O)N([C@H](C)CO)C[C@H]1C | 0.2
CCS(=O)(=O)Nc1ccc2c(c1)C(=O)N(C)[C@H]1CC[C@@H](CC(=O)N[C@@H]3CCN(Cc4ccccc4)C3)O[C@@H]1CO2 | -0.3
COc1ccc(S(=O)(=O)Nc2cccc3c2O[C@H](CN(C)C(=O)Nc2c(C)noc2C)[C@@H](C)CN([C@@H](C)CO)C3=O)cc1 | 0.0
C[C@@H]1CN([C@@H](C)CO)C(=O)c2cc(NS(=O)(=O)c3cn(C)cn3)ccc2O[C@@H](C)CCCCO[C@H]1CN(C)S(=O)(=O)c1ccc(Cl)cc1 | -0.4
CO[C@H]1CN(C)C(=O)c2ccc(NS(C)(=O)=O)cc2OC[C@H](C)N(C(=O)CN(C)C)C[C@@H]1C | 0.1
CN(C[C@@H]1[C@@H](c2ccccc2)[C@H](CO)N1C(=O)C1CCC1)C(=O)c1ccccn1 | -0.7
O=C(C1CCC1)N1C[C@H]2[C@@H](c3ccccc31)[C@@H](CO)N2C(=O)Nc1cccc(F)c1 | 5.0
CN(C)C(=O)[C@H]1[C@H](CO)[C@H]2Cn3c(cccc3=O)[C@@H]1N2C(=O)c1ccc(F)cc1 | -0.5
CCN1[C@@H]2Cn3c(ccc(/C=C/c4ccccc4)c3=O)[C@H]1[C@@H](C(=O)NCc1ccccn1)[C@@H]2CO | 0.5
CC(C)NC(=O)N(C)C[C@@H]1OCCCC[C@@H](C)Oc2ccc(NC(=O)c3ccccc3)cc2C(=O)N([C@H](C)CO)C[C@@H]1C | -2.8
CCCC#Cc1cnc2c(c1)C(=O)N([C@H](C)CO)C[C@@H](C)[C@H](CN(C)C(=O)Cc1cccnc1)O2 | 3.0
C[C@@H]1CN([C@H](C)CO)C(=O)c2cc(NC(=O)CCN3CCOCC3)ccc2O[C@@H]1CN(C)C(=O)Nc1ccc2c(c1)OCO2 | -0.6
Cc1noc(C)c1S(=O)(=O)Nc1ccc2c(c1)C(=O)N([C@@H](C)CO)C[C@@H](C)[C@@H](CN(C)C(=O)CCCN(C)C)OCCCC[C@H](C)O2 | -1.0
Cc1cccc(-c2ccc([C@@H]3[C@H](CO)N4CCCCN(S(=O)(=O)c5cn(C)cn5)C[C@@H]34)cc2)c1 | -1.3
CC(C)NC(=O)Nc1ccc2c(c1)C(=O)N([C@H](C)CO)C[C@@H](C)[C@H](CN(C)C(=O)c1ccncc1)OCCCC[C@H](C)O2 | -0.8
CCCNC(=O)N(C)C[C@H]1Oc2ncc(C#CCC3CCCC3)cc2C(=O)N([C@@H](C)CO)C[C@H]1C | 2.3
O=C(NCC[C@H]1CC[C@H](NC(=O)C2CCC2)[C@@H](CO)O1)c1cnccn1 | -0.3

Ordered by heavy-atom count (descending): part of the list above
SMILES | BioA inh
C[C@@H]1CN([C@@H](C)CO)C(=O)c2cc(NS(=O)(=O)c3cn(C)cn3)ccc2O[C@@H](C)CCCCO[C@H]1CN(C)S(=O)(=O)c1ccc(Cl)cc1 | -0.4
Cc1noc(C)c1S(=O)(=O)Nc1ccc2c(c1)C(=O)N([C@@H](C)CO)C[C@@H](C)[C@@H](CN(C)C(=O)CCCN(C)C)OCCCC[C@H](C)O2 | -1.0
C[C@@H]1CN([C@H](C)CO)C(=O)c2cc(NC(=O)CCN3CCOCC3)ccc2O[C@@H]1CN(C)C(=O)Nc1ccc2c(c1)OCO2 | -0.6
COc1ccc(S(=O)(=O)Nc2cccc3c2O[C@H](CN(C)C(=O)Nc2c(C)noc2C)[C@@H](C)CN([C@@H](C)CO)C3=O)cc1 | 0.0
CCCNC(=O)N(C)C[C@H]1Oc2ncc(C#CCC3CCCC3)cc2C(=O)N([C@@H](C)CO)C[C@H]1C | 2.3
Cc1cccc(-c2ccc([C@@H]3[C@H](CO)N4CCCCN(S(=O)(=O)c5cn(C)cn5)C[C@@H]34)cc2)c1 | -1.3
CO[C@H]1CN(C)C(=O)c2ccc(NS(C)(=O)=O)cc2OC[C@H](C)N(C(=O)CN(C)C)C[C@@H]1C | 0.1
O=C(C1CCC1)N1C[C@H]2[C@@H](c3ccccc31)[C@@H](CO)N2C(=O)Nc1cccc(F)c1 | 5.0
CN(C)C(=O)[C@H]1[C@H](CO)[C@H]2Cn3c(cccc3=O)[C@@H]1N2C(=O)c1ccc(F)cc1 | -0.5
O=C(NCC[C@H]1CC[C@H](NC(=O)C2CCC2)[C@@H](CO)O1)c1cnccn1 | -0.3
